# High-throughput results (PubChem BioAssay)
# Shiga inhibitor: Shiga toxin inhibition. 290,000 compounds, 9.2% hits. inhibition, % at 38.7 µM. Vero cells, Shiga toxin protein synthesis inhibition reporter; in the data active means inhibition mostly above about 28%, no sharp cut-off; inactive means mostly below about 43%; further: 0% is about no effect
# AMA1-RON2 inh: inhibitors of Plasmodium falciparum AMA1-RON2 interaction; Potency, µM (top dose mostly 58.2 µM), for the others: at the highest dose activity change, negative = inhibition, most hits filed as inhibitors; 360,000 compounds, 0.2% hits; AID 720542; AlphaScreen AMA1-biotinylated RON2 peptide binding;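 further: potency means the concentration at half of the fitted maximal effect; 0% = vehicle wells and -100% = peptide control; nearly all actives have a fitted effect of over 45% in size; some results filed as inactive show a strong effect at the top dose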
#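 AMA1 (3D7) with his tag at 25 nM final met compounds first, then biotinylated RON2 peptide at 25 nM; detection used donor plus acceptor beads, 10 µg/mL apiece, read by AlphaScreen after 30 min at room temperature.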
# Pf growth 96h: inhibits malaria parasite growth, 96 h | P. falciparum luciferase reporter growth, 96 h | Potency, µM (top dose mostly 28.7 µM), for the others: at the top dose activity change, negative = inhibition, most hits filed as inhibitors | 320,000 compounds, 6.9% hits; further: potency means the concentration at half of the fitted maximal effect; on the % scale 0 is the no-effect control and ±100 the full control effect
#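 Delayed-death screen, second-generation endpoint: infected erythrocytes, 2% hematocrit, 0.05% parasitemia final; 96 hours at 37 C, 5% CO2; luciferase detection reagent; luminescence decrease equals reduced growth.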
# TbPYK inhibitor: blocks Trypanosoma brucei pyruvate kinase; Q57TT1; TbPYK enzyme, Kinase-Glo Plus ATP luminescence, 45 min; Potency, µM (doses to about 76.8 µM), for inactives: at the highest dose activity, negative = inhibition, usual class: inhibitors; 410,000 compounds, 0.12% hits; further: potency means the concentration at half of the fitted maximal effect; on the % scale 0 is the no-effect control and ±100 the full control effect; nearly all actives have a fitted effect of over 50% in size
#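 T. brucei PYK with substrate was exposed to pin-transferred compounds across a concentration series, then started with 130 uM ADP (final). After 45 min at room temperature, Kinase-Glo Plus luminescence was read, normalized and curve-fitted.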
# LmPK inhibitor: blocks Leishmania mexicana pyruvate kinase activity. Q27686. Potency, µM (series often up to 57.5 µM), for inactives: at the top dose activity change, negative = inhibition, hits mostly inhibitors. purified LmPK, Kinase-Glo ATP luminescence, 1 h. 290,000 compounds, 0.37% hits; further: potency means the concentration at half of the fitted maximal effect; on the % scale 0 is the no-effect control and ±100 the full control effect
# Target sequence (Q27686 whole entry, looked up): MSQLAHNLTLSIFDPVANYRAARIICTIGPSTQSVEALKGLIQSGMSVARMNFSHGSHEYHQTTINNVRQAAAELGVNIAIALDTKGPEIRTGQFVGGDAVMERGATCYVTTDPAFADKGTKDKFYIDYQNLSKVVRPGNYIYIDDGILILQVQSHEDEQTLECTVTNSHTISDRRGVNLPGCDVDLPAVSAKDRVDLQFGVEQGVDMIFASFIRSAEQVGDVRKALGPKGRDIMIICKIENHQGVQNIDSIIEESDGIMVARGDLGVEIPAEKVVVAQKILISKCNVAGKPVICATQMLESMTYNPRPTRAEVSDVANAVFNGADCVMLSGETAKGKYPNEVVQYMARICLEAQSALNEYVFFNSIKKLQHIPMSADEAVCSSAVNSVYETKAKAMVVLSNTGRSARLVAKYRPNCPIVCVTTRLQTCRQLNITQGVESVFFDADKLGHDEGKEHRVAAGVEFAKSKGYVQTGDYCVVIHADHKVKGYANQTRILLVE
#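 Screened at intermediate enzyme activity to detect both inhibitors and activators: LmPK at 0.1 nM, with a 0.5 nM enzyme column as activation reference. PEP 0.5 mM, ADP 0.1 mM; ATP detected by luminescence after 1 h.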
# CHX counter: counter-screen for Shiga toxin inhibitors: cycloheximide protein synthesis inhibition; cell reporter, cycloheximide protein synthesis inhibition counterscreen; max response, %; 300,000 compounds, 12% hits; AID 2314; in the data active means max response mostly above about 13%, no sharp cut-off; inactive means mostly below about 14%; further: read at 38.3 µM for the half of the compounds with a filed dose; 0% is about no effect
# Pf growth 48h: P. falciparum growth inhibition at 48 hours (one generation); Potency, µM (series often up to 28.7 µM), for inactives: top-dose activity change, negative = inhibition, actives largely listed as inhibitors; P. falciparum luciferase growth in erythrocytes, 48 h; 310,000 compounds, 5.9% hits; further: potency means the concentration at half of the fitted maximal effect; on the % scale 0 is the no-effect control and ±100 the full control effect
#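 Firefly luciferase activity from engineered P. falciparum reports growth; inhibitors lower the luminescent signal. Cultures contained 2% hematocrit erythrocytes at 0.1% final parasitemia.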
# An asterisk follows results filed as active; ? = inconclusive; . = not tested or not shown; & = joins results of further samples; [ ] = dose if it differs, or a comment. Unless noted, the call rests on the fitted dose curve; in most records, active means well fitted curve in the direction sought with a large enough effect; inconclusive means small, poorly fitted or top-dose-only effect, or another doubt; inactive means no such curve, though single readings can be large; an effect the other way counts as inactive or inconclusive.
SMILES	Shiga inhibitor	AMA1-RON2 inh	Pf growth 96h	TbPYK inhibitor	LmPK inhibitor	CHX counter	Pf growth 48h
Cc1noc(C)c1COc1ccc(C(=O)OC(C)C(=O)Nc2ccc(N3CCOCC3)cc2)cc1 (centres undefined)	-11	?	-2%	-5%	3%	8	3%
COc1cc(O)c(C(CCN2CCCC(C)C2)c2ccc(N(C)C)cc2)c(OC)c1 (centres undefined)	11&-1	?	0.47µM*	-2%	-1%	-2&-3	0.74µM*
CC12CN3CN(C1)CC(C)(C3)C2=NO	16	27%	20%	2%	3%	-1	4%
COc1ccc(CSc2nc3nc(C)cc(C)n3n2)cc1F	-10	0%	?	-11%	0%	7	-7%
COc1ccc(-c2cc(C)no2)cc1S(=O)(=O)N1CCOc2ccc(Cl)cc21	3	0%	10µM*	2%&-7%	12%	-4	?
Cn1c(N)c(C(=O)COC(=O)CSc2ccccc2)c(=O)n(C)c1=O	27	4%	110%[activator]	2%	0%	16*	16%
Cn1cnnc1SCC(=O)NCCc1ccccc1	-23	-14%	18%	-5%	-10%	-4	.
CC(C)CC(=O)Nc1ccc(C(=O)Cn2nc(C(=O)O)c3ccccc3c2=O)cc1	-6	5%	7%	-15%	4%	-5	.
Cc1cc(C(=O)N/N=C\c2cc(C(C)(C)C)ccc2O)n[nH]1	41*	102%[activator]	2%	-5%	2%	47*	12µM*
CC(C)(C)n1ncc2c(=O)n(CC(=O)Nc3ccc4c(c3)OCO4)cnc21	0	5%	?	-14%	1%	3	18%
COc1cc(S(=O)(=O)NCc2ccc3c(c2)OCO3)ccc1Cl	-16	4%	43%[activator]	2%	10%	-4	.
CCNC(=O)c1c(C)nc2ccccn12	-6	3%	-37%	2%	-1%	5	24%
CC(=O)Oc1c(S(=O)(=O)c2ccccc2)c(C)nn1C(C)(C)C	-4	1%	.	0%	-1%	-4	14%
COC1C=CC(CNC(=O)c2cc3c(=O)n4cccc(C)c4nc3n2C)(OC)O1 (centres undefined)	31	1%	32%[activator]	2%	-10%	8	4%
Cc1cccc(C)c1NC(=O)NC1(C(=O)N2CCN3CCCC3C2)CCCCC1 (centres undefined)	-1	-1%	23%	-5%	3%	-7	18%
CCc1ccc(C(=O)OCC(=O)N(CC)c2c(N)n(Cc3ccccc3)c(=O)[nH]c2=O)cc1	.	-4%	?	-14%	.	.	-23%
Cn1cnnc1SC(C(=O)Nc1ccc(F)cc1)c1ccccc1 (centres undefined)	-5	2%	?	-1%	2%	-3	.
CCC1(C)Cc2c(sc3c2c(=O)n(C)c2nnc(SCc4ccccc4)n32)CO1 (centres undefined)	-10	0%	-11%	1%	0%	-3	?
Cc1nn(-c2ccc(Cl)cc2)c(=O)c2c(C)noc12	9	-14%	20%	-7%	-3%	5	-11%
COc1ccc(OC)c(C(=O)NC2CCSc3ccccc32)c1 (centres undefined)	-5	-9%	?	-1%	-6%	-2	?
Cc1ccc(N=C(N(C)C)P(=O)(N(C)C)N(C)C)c(C)c1	-10	-7%	25%	-1%	2%	1	-9%
COc1ccc(CCNC(=O)c2cccc(S(=O)(=O)NC(C)c3ccccc3)c2)cc1 (centres undefined)	.	6%	-23%	0%	.	.	?
COc1ccc(NC(=O)N2CCCCC2c2cccnc2)cc1 (centres undefined)	15	4%	-22%	4%	0%	13	25%
Cc1ccc(Sc2sc(=O)n(C)c2S(=O)(=O)c2ccc(C)cc2)cc1	13	2%	-2%	-15%	1%	11	26%

# As a short view, 5 of the compounds above:
SMILES	Shiga inhibitor	AMA1-RON2 inh	Pf growth 96h	TbPYK inhibitor	LmPK inhibitor	CHX counter	Pf growth 48h
Cn1cnnc1SC(C(=O)Nc1ccc(F)cc1)c1ccccc1 (centres undefined)	-5	2%	?	-1%	2%	-3	.
CCC1(C)Cc2c(sc3c2c(=O)n(C)c2nnc(SCc4ccccc4)n32)CO1 (centres undefined)	-10	0%	-11%	1%	0%	-3	?
Cc1nn(-c2ccc(Cl)cc2)c(=O)c2c(C)noc12	9	-14%	20%	-7%	-3%	5	-11%
COc1ccc(OC)c(C(=O)NC2CCSc3ccccc32)c1 (centres undefined)	-5	-9%	?	-1%	-6%	-2	?
Cc1ccc(N=C(N(C)C)P(=O)(N(C)C)N(C)C)c(C)c1	-10	-7%	25%	-1%	2%	1	-9%

# Next results follow.
SMILES	Shiga inhibitor	AMA1-RON2 inh	Pf growth 96h	TbPYK inhibitor	LmPK inhibitor	CHX counter	Pf growth 48h
O=C(CSc1nc2c(sc3ccccc32)c(=O)n1CCO)NCC1CCCO1 (centres undefined)	-5	-7%	-15%	1%	3%	-4	0%
Cc1ccc(C2=NS(=O)(=O)N(C)C(C(=O)NC3CCCCC3)=C2)cc1	5	-9%	1%	3%	1%	4	32%
Cn1c(=O)cc(SCC(=O)Nc2cccnc2)c2ccccc21	14	10%	0%	5%	-1%	9	27%
CSCCC(NS(=O)(=O)c1ccccc1F)C(=O)Nc1cccc(C)n1 (centres undefined)	-2	-5%	-23%	-8%	-10%	0	?
COc1ccc(/C(=N/OC(C)=O)c2nccc3cc(OC)c(OC)cc23)cc1OC	-15	0%	2%	3%	1%	-1	-4%
O=C1CCCN1CC1CCN(Cc2nc(CC3CC3)no2)CC1	48*	-9%	?	-4%	-1%	11	?
O=C(Nc1cccc(Cl)c1N1CCOCC1)c1ccc([N+](=O)[O-])o1	-4	-12%	?	-1%	0%	-5	52%[activator]
Cc1ccc(CS(=O)(=O)CCC(=O)NCc2cccs2)cc1	-2	42%[activator]	.	4%	2%	3	42%[activator]
COc1c(Cl)cccc1-c1cn2ccccc2n1	57	-12%	296%[activator]	-11%	7.1µM*	35*	169%[activator]
CCOc1c(Cl)cc(CNCc2ccccn2)cc1OC	32	33%[activator]	44%[activator][5.75 µM]	1%	1%	14	?
COc1ccc(/C(C)=N\NC(=O)CNC(=O)C(c2ccccc2)c2ccccc2)cc1OC	19	-4%	-18%	0%	10%	-2	?
N#Cc1ccccc1NC(=O)c1ccc(-c2ccccc2Cl)o1	123*	8%	.	0%	-1%	30*	146%[activator]
COc1cc(C(=O)OCCNC(=O)c2ccncc2)cc(OC)c1OC	-7	-5%	?	-6%	0%	-3	-8%
CN1C(=S)SC(N(O)C(=O)Nc2cccc3ccccc23)C1(C)C (centres undefined)	-11	-7%	?	-11%	6%	-3	5%
CCOC(=O)C1=C(COC(=O)COc2ccc(C(C)=O)cc2)NC(=O)NC1C (centres undefined)	.	3%	4%	-2%	.	.	-10%
O=C(CN1C(=O)NC2(CCc3ccccc32)C1=O)NCc1ccc(F)cc1 (centres undefined)	.	-23%	10%	-17%	.	.	23%
COc1cc(OC)cc(N(C(=O)CNC(=O)c2cccs2)C(C(=O)NCC2CCCO2)c2ccccc2)c1 (centres undefined)	-4	12%	?	1%	9%	-2	5.9µM*
Cc1ccc(-c2noc(CCCc3ccccc3)n2)cc1	62*	48%[activator]	.	-1%	-1%	31*	17%
Cc1cc(NC(=O)c2ccc(Br)c([N+](=O)[O-])c2)no1	28	-14%	46%[activator]	-1%	-6%	20	15%
Cc1ccc(Nc2nnc(SCc3cc(=O)n4ccsc4n3)s2)c(C)c1	-3	-6%	4.7µM*	?	3%	-4	6.6µM*
COc1ccc(/C(N)=N/OC(=O)c2ccc3c(c2)OCO3)cc1OC	-5	2%	?	-10%	-13%	12	?
Cc1ccc(NC(=O)CNC(=O)c2ccco2)cc1Cl	36	51%[activator]	21%	-9%	2%	22*	25%
O=C(COc1ccc(S(=O)(=O)N2CCCCC2)cc1Cl)N1CCOCC1	-15	-26%	0%	-1%	1%	3	-8%
Cc1cc(NS(C)(=O)=O)c(=O)n(Cc2cccc(F)c2)c1	-2	-2%	2.6µM*	-8%	-3%	-3	17%
CCC(C(=O)OCC(=O)N(C)c1c(N)n(Cc2ccccc2)c(=O)[nH]c1=O)c1ccccc1 (centres undefined)	.	-6%	5%	-7%	.	.	33%[activator]
CN(C)S(=O)(=O)c1cccc(NC(=O)COC(=O)c2cccn2C)c1	14	0%	1%	1%	3%	23	23%
CNC(=O)/C(=C\c1cccc(Oc2ccccc2)c1)NC(=O)c1ccccc1	-3	-9%	?	5%	-1%	-1	8%
Brc1ccccc1-c1nnc2sc(-c3ccc4c(c3)OCCO4)nn12	18	-7%	.	-5%	3%	-3	-6%
Cc1ccc(N2CC(C(=O)NC3CC3)CC2=O)cc1Cl (centres undefined)	7	-3%	9%	4%	7%	-2	23%
CCCCC(=O)Nc1ccc(NC(=S)NC(=O)CC(C)C)cc1OC	-20	19%	244%[activator]	-10%	2%	6	?
Cc1cccc(N2CCN(C(=O)CN(C)S(=O)(=O)c3ccc4c(c3)CCC(=O)N4)CC2)c1C	-5	-7%	-10%	2%	4%	-5	.
O=[N+]([O-])c1nn(-c2ccc3c(c2)OCCO3)n(O)c1=NCc1ccc(F)cc1	92*	-27%	-11%	7%	-9%	103*	120%[activator]
Cc1cc(OCCOCCN(C)C)ccc1Cl	24	5%	22%	0%	3%	2	11%
CS(=O)(=O)Nc1ccccc1C(=O)NCCSc1ccccc1	5	4%	?	3%	8%	0	1%
Cc1ccc(-n2c(Cc3noc4ccccc34)n[nH]c2=S)cc1	8	47%[activator]	-31%	?	-20%	-3	0%
FC(F)(F)c1ccc(/C=N/n2c(COc3ccccc3)n[nH]c2=S)cc1	5	89%[activator]	-27%	-26%	4%	-2	-26%
O=Cc1c(Nc2cccc(C(F)(F)F)c2)nc2ccccn2c1=O	-3	25%	52%[activator]	1%	3%	-1	.
Clc1ccc2c(c1)CCc1cccnc1C2=C1CCNCC1	-11&-16&-14	.	?	-7%	1%&0%	-6&-8&-6	13µM*
O=C(COC(=O)/C=C/c1ccc(S(=O)(=O)N2CCOCC2)cc1)NCc1ccccc1	12	2%	8%	7%	0%	0	-10%
CCOc1cc(/C=N/NC(=O)C(C)Sc2ccccn2)ccc1O (centres undefined)	-9	35%[activator]	27%	-11%	1%	-3	1%
COc1ccc(OC)c(C(=O)COC(=O)C(CCSC)NC(=O)COc2ccccc2)c1 (centres undefined)	.	-22%	-9%	0%	.	.	0%
O=C(CCCSc1nnc(Nc2ccccc2F)s1)N1CCOCC1	59*	-5%	?	-22%	-6%	39*	?
CC(C)NC(=O)NC(=O)CSc1nncn1C	-3	33%	.	31%	-2%	7	22%
O=C(Nc1ccncc1)C1CC(=O)N(c2ccc(F)cc2)C1 (centres undefined)	13	1%	11%	0%	1%	-4	6%
CCCN(CC(=O)Nc1ccccc1OC)C(=O)C1CCCC1	.	-6%	0%	-2%	.	.	4%
O=C(N/N=C\c1cccnc1)c1ccc(Cl)s1	20	3%	?	7%	6%	11	4%
CCn1c(CN2CCOCC2)nnc1SCC(=O)Nc1ccccc1Cl	-13	-1%	14%	3%	-2%	-7	13%
CN(C)/C=C1/C=C(c2ccccc2)OC1=O	-3	-5%	1%	0%	8%	9	.
